GPR55 beta-arrestin – GPR55 agonists via beta-arrestin recruitment, primary screen, imaging, U2OS cells, beta-arrestin-GFP redistribution (AID 1961) | U2OS GPR55 beta-arrestin-GFP redistribution imaging; higher % means a stronger effect | activation, % at 10 µM; hits with a dose series show EC50 in µM | 290,000 compounds, 0.048% hits;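 active = activation above 40% with more than 50 cells counted in the well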;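 note: U2OS osteosarcoma cells stably expressing GPR55 and beta-arrestin-GFP; plate controls were DMSO negative control for no effect and LPI positive control for full effect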
Salmonella PhoP GFP – PhoP-dependent GFP reporter repression – Salmonella Typhimurium, primary screen (AID 1863). inhibition, % at 50 µM, or IC50 in µM where a hit was titrated. S. Typhimurium PhoP-regulated promoter GFP reporter, 4 h; higher % means a stronger effect. 300,000 compounds, 0.16% hits;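 active = inhibition over 29.93%, a cutoff 3 SD above the screen mean, later confirmed by dose response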;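 note: 0% = low Mg2+ inducing control and 100% = high Mg2+ repressing control; strong numbers were not always called active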
GPR35 arrestin U2OS – inhibition of zaprinast-stimulated GPR35 beta-arrestin translocation – imaging, U2OS, beta-arrestin-GFP, zaprinast agonist, primary screen (AID 2058); U2OS GPR35 beta-arrestin-GFP translocation imaging, zaprinast antagonism; higher % means a stronger effect; inhibition, % at 10 µM; hits with a dose series show IC50 in µM; 290,000 compounds, 0.052% hits;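 active = inhibition of at least 50% with at least 30 cells and total cytoplasm GFP at most 10,000,000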
KOR beta-arrestin-1 – KOR antagonists, beta-arrestin recruitment, cell-based, luminescence, uHTS (AID 1778). KOR beta-arrestin recruitment, luminescence, antagonist mode; higher % means a stronger effect. inhibition, % at 10 µM, or IC50 in µM where a hit was titrated. 290,000 compounds, 0.091% hits; in the data active = inhibition above about 50%; note: strong numbers were not always called active
KOR beta-arrestin-2 – kappa opioid receptor activators – cell-based, luminescence, uHTS, primary screen (AID 1777); KOR beta-arrestin recruitment, luminescence; higher % means a stronger effect; 280,000 compounds, 0.02% hits; activation, % at 10 µM, or EC50 in µM where a hit was titrated; in the data active = activation above about 50%, passing the limit was not always enough; note: a part of the inactive calls stands beside numbers as strong as those of hits
West Nile virus CPE – inhibition of WNV-induced cytopathic effect – cell-based, CPE readout (AID 1621) | West Nile virus-infected cells, CPE inhibition; higher % means a stronger effect | CPE inhibition, % at 10 µM; hits with a dose series show IC50 in µM | 290,000 compounds, 0.02% hits; in the data active = a potency from the dose series; note: strong numbers were not always called active
GPR55 LPI antagonism – inhibition of LPI-stimulated GPR55 beta-arrestin translocation – imaging, U2OS, beta-arrestin-GFP, LPI agonist, primary screen (AID 2013). 290,000 compounds, 0.13% hits. U2OS GPR55 beta-arrestin-GFP translocation imaging, LPI antagonism; higher % means a stronger effect. one-dose inhibition, % at 10 µM; IC50 in µM for titrated hits;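 active = spots per cell inhibited over 60%, with over 100 cells counted and total cytoplasm intensity under 500,000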;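 note: U2OS cells stably carrying GPR55 and arrestin-GFP stimulated by 5 µM LPI near EC80; imaged beta-arrestin-GFP aggregate spots per cell after agonist stimulation; plate controls were LPI-stimulated DMSO wells for no effect and DMSO wells without LPI for full effect; some results filed as inactive read as strong as hits; confirmed hits need IC50 under 10 µM and bright autofluorescent wells are also inconclusive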
NTR1 ag – NTR1-driven beta-arrestin-GFP spot formation – imaging, U2OS cells, high content, primary screen (AID 493036) | agonist mode | activation, % at 20 µM | 330,000 compounds, 0.17% hits;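 active = activation at or above 40% of the spot to cytoplasm intensity ratio, with at least 20 cells analyzed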;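 note: 0% = DMSO without peptide and 100% = 100 nM NTR1 peptide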
Target sequence (P30989 whole entry, looked up): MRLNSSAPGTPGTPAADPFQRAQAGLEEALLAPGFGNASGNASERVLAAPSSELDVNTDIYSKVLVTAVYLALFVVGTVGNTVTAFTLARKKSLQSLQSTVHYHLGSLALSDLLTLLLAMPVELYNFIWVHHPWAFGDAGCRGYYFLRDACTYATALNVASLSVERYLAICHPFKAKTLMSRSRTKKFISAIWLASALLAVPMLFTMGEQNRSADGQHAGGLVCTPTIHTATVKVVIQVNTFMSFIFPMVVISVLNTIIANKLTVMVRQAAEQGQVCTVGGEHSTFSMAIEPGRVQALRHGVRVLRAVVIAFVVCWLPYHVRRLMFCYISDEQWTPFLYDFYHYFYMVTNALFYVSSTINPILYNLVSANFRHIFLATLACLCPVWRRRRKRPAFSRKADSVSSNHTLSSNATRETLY
T cell HTS – modulates CD8 T cell binding to vesicles | 2C CD8+ T cell-vesicle binding, flow cytometry; active compounds read low | calls only at 7 µM | 330,000 compounds, 0.068% hits;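 active = response, share of CD8 T cells binding vesicles, and their 90th percentile fluorescence all below set limits, cut at about 80% in these data, passing the limit was not always enough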
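Assay system – 2C mouse CD8+ T cells · Also added – QL9-loaded Drosophila micro-vesicles · Timing – Cell–vesicle co-incubation 1.5 h at 37 °C, staining 20 min on ice · Signal – flow cytometry of vesicle-bound cells · Measure – percent CD8+ FL2 mean versus row control · Controls – Peptide-free naked vesicles (low) and QL9 vesicles with 0.7% DMSO vehicle (high)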
T cell HTS vesicle-bound % – second read-out of T cell HTS, no call of its own (marks repeat the call); double positive events, %; measured here: CD8+ vesicle-bound cell fraction;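 binding gate set so that unloaded-vesicle control wells show 10% double positive cells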
NTR1 ag cell count 20 µM – also measured in NTR1 ag; calls as there; cell count; measured here: cell count, cytotoxicity flag
Active calls of the source: *; i = inactive; . = not tested or not shown; [ ] = dose if it differs, or a comment. Not a hit list; 0.62% or so of the library scored in one or more.

Preview, 6 compounds:
SMILES	GPR55 beta-arrestin	Salmonella PhoP GFP	GPR35 arrestin U2OS	KOR beta-arrestin-1	KOR beta-arrestin-2	West Nile virus CPE	GPR55 LPI antagonism	NTR1 ag	NTR1 ag cell count 20 µM	T cell HTS	T cell HTS vesicle-bound %
O=[N+]([O-])c1ccccc1S(=O)(=O)Oc1ccccc1/C=N/n1cnnc1	0.0%	-11.9%	-2.9%	-25.5%	-0.8%	-1.4%	25.0%	4.8	38	i	24.2
COc1ccc(S(=O)(=O)NC(C)C(=O)Nc2cccc(C(C)=O)c2)cc1 (centres undefined)	-0.3%	1.0%	1.7%	46.8%	-2.7%	-0.3%	7.2%	-0.9	58	i	52.2
CC1CN(S(=O)(=O)c2ccc(C(=O)Nc3sc4c(c3C(N)=O)CCN(C)C4)cc2)CC(C)O1 (centres undefined)	-0.5%	-9.1%	19.7%	19.6%	0.7%	-0.2%	-0.9%	.	.	.	.
O=C(CCl)N1CCCC1c1ccc2c(c1)OCCO2 (centres undefined)	-0.1%	9.4%	-4.8%	16.7%	0.0%	-2.2%	4.0%	1.2	55	i	57.8
Brc1ccc(-c2noc(COc3ccc4c(c3)CCC4)n2)o1	-0.2%	-3.4%	-27.2%	-50.3%	-1.5%	-0.4%	2.9%	6.2	76	i	37.4
COc1ccc(C(=O)N2c3cc4c(cc3C(C)=CC2(C)C)OCO4)cc1	-0.1%	-4.3%	2.6%	-49.8%	10.9%	0.1%	7.9%	.	.	.	.

Main list (from the top)
SMILES	GPR55 beta-arrestin	Salmonella PhoP GFP	GPR35 arrestin U2OS	KOR beta-arrestin-1	KOR beta-arrestin-2	West Nile virus CPE	GPR55 LPI antagonism	NTR1 ag	NTR1 ag cell count 20 µM	T cell HTS	T cell HTS vesicle-bound %
O=[N+]([O-])c1ccccc1S(=O)(=O)Oc1ccccc1/C=N/n1cnnc1	0.0%	-11.9%	-2.9%	-25.5%	-0.8%	-1.4%	25.0%	4.8	38	i	24.2
COc1ccc(S(=O)(=O)NC(C)C(=O)Nc2cccc(C(C)=O)c2)cc1 (centres undefined)	-0.3%	1.0%	1.7%	46.8%	-2.7%	-0.3%	7.2%	-0.9	58	i	52.2
CC1CN(S(=O)(=O)c2ccc(C(=O)Nc3sc4c(c3C(N)=O)CCN(C)C4)cc2)CC(C)O1 (centres undefined)	-0.5%	-9.1%	19.7%	19.6%	0.7%	-0.2%	-0.9%	.	.	.	.
O=C(CCl)N1CCCC1c1ccc2c(c1)OCCO2 (centres undefined)	-0.1%	9.4%	-4.8%	16.7%	0.0%	-2.2%	4.0%	1.2	55	i	57.8
Brc1ccc(-c2noc(COc3ccc4c(c3)CCC4)n2)o1	-0.2%	-3.4%	-27.2%	-50.3%	-1.5%	-0.4%	2.9%	6.2	76	i	37.4
COc1ccc(C(=O)N2c3cc4c(cc3C(C)=CC2(C)C)OCO4)cc1	-0.1%	-4.3%	2.6%	-49.8%	10.9%	0.1%	7.9%	.	.	.	.
CC1CCCCN1CCNC(=O)CN1C(=O)COc2ccccc21 (centres undefined)	-0.1%	-120.2%	-8.3%	-30.3%	0.6%	-0.6%	-3.8%	1.7	55	i	23.1
CCC1(C)Cc2c(sc3nnn(Cc4ccccc4Cl)c(=O)c23)CO1 (centres undefined)	0.2%	-2.8%	-2.5%	24.1%	0.8%	-0.3%	-11.8%	2.5	54	i	19.2
Cc1ccc(N(C(C)C(=O)Nc2c(C)n(C)n(-c3ccccc3)c2=O)S(C)(=O)=O)cc1C (centres undefined)	-0.2%	4.8%	0.0%	-0.8%	-1.6%	-0.2%	7.9%	0.2	62	i	14.3
COc1ccc(Cl)cc1NC(=S)NC1CCCC1	-0.3%	-6.5%	-9.7%	-42.0%	5.7%	-0.3%	-0.3%	0.5	43	i	62.4
COc1ccccc1NC(=O)N(Cc1ccco1)Cc1cc2c(C)ccc(C)c2[nH]c1=O	-0.4%	0.5%	-7.6%	-15.9%	2.4%	-0.1%	0.5%	.	.	.	.
CC(CN(C)Cc1ccccc1)OC(=O)c1ccccc1F (centres undefined)	-0.4%	3.2%	5.8%	10.7%	6.3%	-0.2%	18.0%	1.0	45	i	43.0
Oc1c(C(Nc2nccs2)c2ccc(C(F)(F)F)cc2)ccc2cccnc12 (centres undefined)	0.0%	-10.3%	-8.1%	-15.1%	-0.5%	-0.7%	-7.6%	.	.	.	.
Cc1ccc(CNC(=O)CS(=O)Cc2nc(-c3ccccc3Cl)oc2C)cc1 (centres undefined)	0.1%	-11.2%	5.3%	9.9%	1.3%	-0.6%	12.5%	1.1	67	i	24.4
COc1cccc(NC(=O)N2CCCC2)c1	0.1%	1.3%	1.4%	27.9%	5.6%	1.0%	9.8%	0.5	66	i	57.5
CC(C)CC(=O)c1c[nH]c(C(=O)NCC2CCCO2)c1 (centres undefined)	-0.2%	16.4%	1.7%	-21.6%	8.3%	0.5%	-1.4%	0.4	39	i	33.6
CCSc1oc(-c2ccco2)nc1S(=O)(=O)c1ccccc1	-0.1%	5.0%	-15.2%	15.8%	-1.2%	-0.4%	1.7%	1.3	59	i	2.9
CCOC(=O)C1CCN(C(=O)COC(=O)COc2ccccc2OC)CC1	0.3%	1.1%	5.8%	-26.0%	-0.4%	0.4%	-0.7%	3.0	85	i	8.8
Cc1ccnc(NCc2cccc3ccccc23)c1	-0.2%	-1.9%	-2.7%	-28.1%	-2.2%	-0.7%	-0.2%	2.5	84	i	60.4
Fc1ccc(-c2nc(-c3cccs3)no2)cc1	0.3%	1.6%	-3.4%	12.9%	-2.5%	0.6%	-6.1%	1.4	56	i	53.4
CCC(=O)Nc1cccc(C(=O)c2ccc(C)c(C)c2)c1	0.2%	-2.7%	-1.6%	-17.3%[20 µM]	-5.3%	-0.8%	4.9%	0.5	66	i	63.6
CCOC(=O)c1cnc2ccc(Cl)cc2c1N1CCN(C)CC1	-0.1%	3.0%	0.1%	30.7%	0.1%	-0.3%	-21.9%	-0.9	63	i	41.9
COCCSc1ncnc2c1oc1nc3c(cc12)COC(C)(C)C3	0.2%	-1.5%	0.2%	-26.7%	-0.1%	0.3%	4.0%	0.6	63	i	43.5
CC(NC(=O)Cc1cccs1)C(c1cccs1)N1CCN(c2ccccc2F)CC1 (centres undefined)	-0.1%	-5.2%	7.7%	10.0%	-2.4%	1.3%	8.3%	1.9	40	i	16.8
COc1ccc(CCn2nnnc2C(c2ccc(C)cc2)N2CCN(C)CC2)cc1OC (centres undefined)	-0.2%	2.6%	6.8%	11.8%	2.1%	-0.4%	12.2%	-3.0	85	i	43.5
CCOC(=O)CNC(=O)CSc1nc2cccnc2n1C	0.8%	7.0%	6.2%	11.5%	-0.2%	0.6%	3.7%	-2.2	50	i	31.7
CS(=O)(=O)c1ccc2nc(NC(=O)CN3CCOCC3)sc2c1	-0.1%	10.1%	2.6%	-28.7%[20 µM]	-5.6%	-0.3%	-11.6%	-1.0	57	i	4.7
CCCCN=C1NC(=O)C(CC(=O)Nc2ccc(Cl)cc2)S1 (centres undefined)	0.0%	1.1%	-8.1%	-48.0%	1.6%	-0.5%	11.3%	-2.1	81	i	35.3
CC[n+]1ccc(C[n+]2ccccc2)c2ccccc21	0.6%	-2.6%	17.1%	26.4%	5.2%	0.4%	0.8%	.	.	i	43.7
O=C(CN1C(=O)S/C(=C\c2ccc(F)cc2)C1=O)Nc1cccc(S(=O)(=O)NCc2ccco2)c1	-0.1%	3.6%	3.1%	-27.5%[20 µM]	-1.3%	0.1%	0.1%	10.4	56	i	38.4
COc1ccc(OC)c(/C=N/NC(=O)CN2CCSCC2)c1	0.5%	2.9%	8.7%	-5.4%	-3.5%	0.4%	-4.0%	-2.0	66	i	30.9
N#CC1=C(N)Oc2c(ccc3ccccc23)C1c1cccs1 (centres undefined)	-0.1%	3.7%	-12.3%	25.9%	-0.9%	0.8%	4.0%	5.6	57	i	35.1
CCn1c(=O)c(C(=O)Nn2c(C)nc3ccccc3c2=O)c(O)c2ccccc21	0.6%	15.5%	4.3%	-30.3%	-1.0%	0.4%	5.7%	0.9	53	i	9.9
COc1ccc(Br)cc1CNC(=O)CCN1C(=O)COc2ccccc21	0.8%	-10.3%	-1.5%	-12.5%	-1.3%	-0.3%	17.7%	0.2	49	i	49.2
Cc1nn(Cc2n[nH]c(=S)n2Cc2ccccc2)c(C)c1Cl	-0.3%	-4.3%	5.8%	8.1%	-3.1%	0.3%	-13.8%	-0.9	31	i	27.3
Cn1cccc1-c1nc2ccccc2[nH]1	0.2%	-0.2%	-4.2%	-4.6%	-1.5%	0.1%	66.9%	2.1	54	i	25.6
CCC1(COC(=O)Nc2cccc(Cl)c2)COC1	-0.1%	17.9%	-2.7%	6.3%	18.3%	-0.4%	-8.6%	-1.5	79	i	35.9
COc1ccc(C2c3[nH]c4ccccc4c3CCN2CCCn2cccn2)cc1C (centres undefined)	-0.1%	-4.9%	4.2%	24.4%	.	-0.8%	-4.1%	3.7	52	i	63.8
COc1ccc(C2C(C(=O)c3cccs3)=C(O)C(=O)N2c2cccc(C)n2)cc1 (centres undefined)	-0.2%	-2.7%	14.0%	22.8%	1.1%	0.0%	-0.2%	-0.5	59	i	1.8
CC(O)(C#CCN1CCCCC1)c1ccccc1 (centres undefined)	0.1%	5.7%	12.5%	-8.8%	2.3%	-0.4%	-0.7%	-0.2	34	i	38.6
CC(C)CCNC(=O)NC(=O)COC(=O)/C=C/c1cnc2ccccc2n1	-0.2%	-2.0%	-5.3%	22.6%	-2.9%	.	-12.1%	3.1	48	i	47.5
COc1ccc(N2CCN(CC(O)COc3ccc(C)cc3C)CC2)cc1 (centres undefined)	0.0%	4.9%	-12.9%	13.5%	3.0%	-1.6%	-1.0%	1.1	81	i	32.4
